# ROCK2 blocker: ROCK2 (human) kinase inhibition | purified ROCK2, Kinase-Glo ATP depletion luminescence | inhibition, % at 6 µM | 60,000 compounds, 0.35% hits | AID 604;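 active = inhibition above the screen-wide mean inhibition plus 3 SD, cut at about 18% in these data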;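 note: plate controls were DMSO wells for no effect and Y-27632 control wells after no-enzyme background subtraction for full effect; many of its hits are not listed in these tables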
# JNK3 blocker: JNK3 (human) kinase inhibition | purified JNK3 kinase activity, HTS | inhibition, % at 8 µM | 60,000 compounds, 0.61% hits | AID 746; in the data active = inhibition above about 17%;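 note: 0% = DMSO and 100% = reference inhibitor; many of its hits are not listed in these tables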
# Target sequence (P53779 whole entry, looked up): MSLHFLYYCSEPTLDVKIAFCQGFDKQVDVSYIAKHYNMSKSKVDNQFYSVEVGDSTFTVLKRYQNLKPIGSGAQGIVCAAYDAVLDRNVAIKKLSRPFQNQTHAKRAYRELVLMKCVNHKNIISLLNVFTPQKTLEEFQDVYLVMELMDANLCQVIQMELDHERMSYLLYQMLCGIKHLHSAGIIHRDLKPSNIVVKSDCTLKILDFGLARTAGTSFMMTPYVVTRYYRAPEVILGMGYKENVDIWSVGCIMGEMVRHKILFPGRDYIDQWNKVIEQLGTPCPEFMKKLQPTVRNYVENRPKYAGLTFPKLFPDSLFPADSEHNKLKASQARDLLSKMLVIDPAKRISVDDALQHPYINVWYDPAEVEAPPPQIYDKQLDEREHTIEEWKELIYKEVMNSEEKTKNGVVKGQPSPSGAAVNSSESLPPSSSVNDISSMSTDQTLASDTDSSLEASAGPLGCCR
# MKP-1 inh: inhibitors of human MKP-1 phosphatase; P28562; recombinant MKP-1, OMFP hydrolysis fluorescence; inhibition, %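 (compounds tested at a single concentration somewhere between 10 and 100 µM)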; 65,000 compounds, 0.15% hits;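 active = inhibition above about 50%, limit read from the data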;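 note: 0% = DMSO max control wells and 100% = wells with enzyme stopped by NaOH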
# Target sequence (P28562 whole entry, looked up): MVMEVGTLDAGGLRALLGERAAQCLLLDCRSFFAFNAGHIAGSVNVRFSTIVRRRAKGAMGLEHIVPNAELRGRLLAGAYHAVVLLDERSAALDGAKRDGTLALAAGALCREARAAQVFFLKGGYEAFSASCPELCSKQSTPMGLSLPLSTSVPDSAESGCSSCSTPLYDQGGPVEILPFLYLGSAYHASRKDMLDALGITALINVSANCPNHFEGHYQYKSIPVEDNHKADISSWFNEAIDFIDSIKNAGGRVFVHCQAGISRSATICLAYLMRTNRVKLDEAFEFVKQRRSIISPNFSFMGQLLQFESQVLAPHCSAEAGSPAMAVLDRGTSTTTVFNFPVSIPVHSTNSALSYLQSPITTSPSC
# PKA kinase inh: inhibitors of human protein kinase A | P17612 | PKA Kemptide phosphorylation, Kinase-Glo ATP luminescence | inhibition, % at 6 µM | 65,000 compounds, 0.1% hits;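 active = inhibition above the screen-wide mean inhibition plus 3 SD, cut at about 21% in these data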; note: many of its hits are not listed in these tables
# Hsp90 inh: displaces geldanamycin probe from tumor Hsp90. 64,000 compounds, 0.35% hits. NCI-N417 lysate Hsp90, Cy3B-geldanamycin FP displacement. inhibition, % at 30 µM;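 active = inhibition above 50%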;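 note: 0% = tracer plus lysate wells and 100% = tracer alone without lysate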
# Abs 340nm: compounds absorbing at 340 nm; compound absorbance at 340 nm, fold over control; fold change at 10 µM; 65,000 tested, under 10 active; AID 708;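 active = at 10 µM dose, initial 340 nm absorbance at least 2 fold that of control wells; inactive = change under 2 fold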;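 note: initial absorbance extrapolated from kinetic A340 decline of NADH oxidation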
# Cdc25B block: inhibitors of human Cdc25B phosphatase; P30305; inhibition, %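 (compounds tested at 10 µM final in the well)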; 65,000 compounds, 0.1% hits; recombinant Cdc25B, OMFP fluorescence Ex485/Em525; in the data active = inhibition above about 50%
# Autofluor 339: intrinsic fluorescence of library compounds, ex339/em460 – biochemical, MLSMR library, data from DPM-DC assay, artefact control, profiling panel; compound autofluorescence, ex339/em460 nm, NADH buffer; stronger effect = higher value; 1 = no-compound wells, NADH background; fluorescence fold increase at 10 µM; 65,000 compounds, 5.5% hits; AID 709;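 active = at 10 µM, mean starting fluorescence two-fold or more over control wells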;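 note: signal is the first read of a kinetic run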
# HER2 expr 66K: inhibitors of human Her2 kinase expression. P04626. SKBR-3 HER2 protein level, AlphaScreen, 18-24 h; stronger effect = lower value. HER2 level % of control, % at 10 µM. 65,000 compounds, 0.69% hits;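 active = HER2 level under 5% of the carrier-only control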;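 note: 100% = DMSO carrier and 0% = 500 nM PU-H71 HSP90 inhibitor; lower value means stronger loss of Her2 protein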
# Starred values were filed as active, the others as inactive; . = not tested or not shown.
1: O=C(COC(=O)c1ccc(S(=O)(=O)Nc2ccccc2)cc1)NCCN1C(=O)CSC1=O
2: COc1ccc2nc(-c3ccccc3)[nH]c2c1
3: CN/S(=N/S(=O)(=O)c1ccccc1)c1ccc(C)cc1 (stereo not drawn)
4: Cc1ccc(C(=O)Nc2cccc(C(=O)NCc3ccco3)c2)cc1
5: Cc1nnc(N(CCC#N)CCC#N)s1
6: O=C(NC12CC3CC(CC(C3)C1)C2)N1CCN(C(=O)C2CCCO2)CC1 (stereo not drawn)

assay / compound	1	2	3	4	5	6
ROCK2 blocker	-5	-21	-2	8	7	4
JNK3 blocker	-9	-2	-9	7	8	-4
MKP-1 inh	1	-4	-10	-6	9	10
PKA kinase inh	3	-8	2	6	5	0
Hsp90 inh	-1	0	0	-6	0	1
Abs 340nm	0.99	1.1	1	1	1	0.98
Cdc25B block	0	1	10	-13	-17	-18
Autofluor 339	1	2.3*	1.1	1	1.1	1
HER2 expr 66K	103	86	126	84	65	88

7: COc1nc(Nc2cccc(C(F)(F)F)c2)nc(OC)n1
8: Nc1nc(Nc2cccc3ccccc23)nc(C2CCCC2=O)n1 (stereo not drawn)
9: O=C(Cc1cc(=O)[nH]c(=O)[nH]1)N1CCC(Cc2ccccc2)CC1
10: CSc1cccc(NC(=O)CSc2nnc(C)s2)c1
11: COc1ccc(-n2ncc3c(NCc4cccs4)ncnc32)cc1
12: Cc1ccccc1CS(=O)(=O)CCC(=O)N1CCN(c2ccc(N3CCOCC3)nn2)CC1

assay / compound	7	8	9	10	11	12
ROCK2 blocker	.	5	-2	6	4	.
JNK3 blocker	.	0	-2	2	15	.
MKP-1 inh	17	-5	0	2	-2	20
PKA kinase inh	-4	8	5	8	11	-1
Hsp90 inh	.	0	1	-4	2	-2
Abs 340nm	1	0.98	1	1	1	0.98
Cdc25B block	-11	-18	-21	3	2	-7
Autofluor 339	1.1	1	1	1.1	1.1	3.4*
HER2 expr 66K	79	98	91	122	100	86

13: CC(=O)N=c1sc2ccccc2n1C
14: Cc1ccc2c(COC(=O)c3cnc(C)cn3)cc(=O)oc2c1
15: CCn1nc(C(=O)OCC(=O)c2c[nH]c3ccccc23)c2ccccc2c1=O
16: CCOC(=O)Cn1cnc2c(cnn2-c2ccc(Cl)cc2)c1=O
17: Nc1cc(=O)[nH]c(SCCNS(=O)(=O)c2ccccc2)n1
18: CCCN(S(=O)(=O)c1ccc(OCC)cc1)S(=O)(=O)c1cccs1

assay / compound	13	14	15	16	17	18
ROCK2 blocker	8	5	6	0	1	6
JNK3 blocker	-9	3	-3	5	-2	1
MKP-1 inh	-8	-2	41	-3	5	-1
PKA kinase inh	9	10	4	3	2	8
Hsp90 inh	-1	-1	-6	1	0	0
Abs 340nm	1.1	1.1	1	0.97	1	0.99
Cdc25B block	3	-2	-7	-5	-14	-15
Autofluor 339	1.1	1.1	1.1	1	1.1	1.1
HER2 expr 66K	95	105	85	109	78	92

19: O=C(CSc1nc2ccccc2[nH]1)NCCN1CCCCC1
20: CC(=O)C1=C(O)C(=O)N(CCc2c[nH]c3ccccc23)C1c1ccc(O)cc1 (stereo not drawn)
21: CC(=O)N1CCN(C(=O)COc2ccc(Br)cc2)CC1
22: CS(=O)(=O)NCCSc1nnnn1-c1ccccc1
23: CC(C)CC(NC(=O)COc1ccccc1)C(=O)O (stereo not drawn)
24: O=C(O)COc1cccc(NC(=O)C2CCCO2)c1 (stereo not drawn)

assay / compound	19	20	21	22	23	24
ROCK2 blocker	8	-4	4	0	7	0
JNK3 blocker	0	-1	-2	0	-1	-3
MKP-1 inh	4	6	1	28	-16	-3
PKA kinase inh	5	-7	0	-1	3	0
Hsp90 inh	3	-4	-4	2	0	-2
Abs 340nm	0.97	1.1	1	1	1	1
Cdc25B block	-7	-6	-7	-7	-6	-17
Autofluor 339	0.95	1.1	1.1	1.1	1.1	1.1
HER2 expr 66K	82	94	88	91	95	97

25: CCOC(=O)C1=C(c2ccccc2)NC(SCC(=O)NC2CCCCC2)=C(C#N)C1c1ccco1 (stereo not drawn)
26: CC(C)CCn1c(N)c(S(=O)(=O)c2cccs2)c2nc3ccccc3nc21
27: COc1ccc(C)cc1S(=O)(=O)N1CCN(c2cccc(C(F)(F)F)c2)CC1
28: CCCCN(Cc1ccccc1)C(=O)c1cnc2n(c1=O)CCS2
29: O=C(O)c1coc2ccccc12
30: O=C(CCCC(=O)N1CCc2ccccc21)N1CCc2ccccc21

assay / compound	25	26	27	28	29	30
ROCK2 blocker	5	5	0	4	8	0
JNK3 blocker	2	6	5	8	6	-3
MKP-1 inh	11	15	13	2	17	3
PKA kinase inh	2	10	-3	9	4	3
Hsp90 inh	-5	-6	-2	3	2	-7
Abs 340nm	1.1	1	1.1	1	0.95	1
Cdc25B block	2	-3	-16	-8	3	3
Autofluor 339	1.2	3*	1	1.1	1.1	1.1
HER2 expr 66K	78	16	79	139	81	106

# Part of the list above, set out differently.
14: Cc1ccc2c(COC(=O)c3cnc(C)cn3)cc(=O)oc2c1
  ROCK2 blocker: 5
  JNK3 blocker: 3
  MKP-1 inh: -2
  PKA kinase inh: 10
  Hsp90 inh: -1
  Abs 340nm: 1.1
  Cdc25B block: -2
  Autofluor 339: 1.1
  HER2 expr 66K: 105
15: CCn1nc(C(=O)OCC(=O)c2c[nH]c3ccccc23)c2ccccc2c1=O
  ROCK2 blocker: 6
  JNK3 blocker: -3
  MKP-1 inh: 41
  PKA kinase inh: 4
  Hsp90 inh: -6
  Abs 340nm: 1
  Cdc25B block: -7
  Autofluor 339: 1.1
  HER2 expr 66K: 85
16: CCOC(=O)Cn1cnc2c(cnn2-c2ccc(Cl)cc2)c1=O
  ROCK2 blocker: 0
  JNK3 blocker: 5
  MKP-1 inh: -3
  PKA kinase inh: 3
  Hsp90 inh: 1
  Abs 340nm: 0.97
  Cdc25B block: -5
  Autofluor 339: 1
  HER2 expr 66K: 109
17: Nc1cc(=O)[nH]c(SCCNS(=O)(=O)c2ccccc2)n1
  ROCK2 blocker: 1
  JNK3 blocker: -2
  MKP-1 inh: 5
  PKA kinase inh: 2
  Hsp90 inh: 0
  Abs 340nm: 1
  Cdc25B block: -14
  Autofluor 339: 1.1
  HER2 expr 66K: 78

# (next part)
31: CCOC(=O)CNC(=O)c1c2c(nc3ccccc13)CCCC2
32: O=C1CC(N2CCCN(C3CC(=O)N(c4ccc(F)cc4)C3=O)CC2)C(=O)N1c1ccc(F)cc1 (stereo not drawn)
33: Cc1ccc(S(=O)(=O)c2c(N)n(CC3CCOC3)c3nc4ccccc4nc23)cc1 (stereo not drawn)
34: O=C(COC(=O)c1cccs1)c1ccc2c(c1)OCCO2
35: O=S(=O)(O)CCN1CCOCC1
36: O=C(CCC1CCCCC1)NCc1ccncc1

assay / compound	31	32	33	34	35	36
ROCK2 blocker	-3	3	4	.	0	-4
JNK3 blocker	1	0	9	.	2	-5
MKP-1 inh	11	8	13	15	-7	-3
PKA kinase inh	-4	6	2	-4	7	2
Hsp90 inh	-3	-2	9	-2	-2	-3
Abs 340nm	1	1	1.1	1.1	1	1.1
Cdc25B block	0	0	20	-6	-9	-10
Autofluor 339	1	1.2	2.1*	1.1	1.1	1.1
HER2 expr 66K	60	109	68	102	127	90

37: Fc1ccc(Cc2nnc(-c3cccs3)o2)cc1
38: O=C(COC(=O)Cc1cn2ccsc2n1)NC12CC3CC(CC(C3)C1)C2
39: Cc1nc(SCC(=O)Nc2c(C)n(C)n(-c3ccccc3)c2=O)[nH]c(=O)c1Cc1ccccc1
40: Cc1ccc(N=C(c2cccs2)N2CCOCC2)cc1
41: CC(=O)c1cccc(NC(=O)N[C@@H](CC(C)C)C(=O)O)c1
42: CCN1CCN(/C=N/c2nc(C)cs2)CC1

assay / compound	37	38	39	40	41	42
ROCK2 blocker	3	4	4	-2	4	4
JNK3 blocker	1	7	-10	-4	-1	3
MKP-1 inh	4	0	-11	-4	-15	-9
PKA kinase inh	8	4	1	-4	8	3
Hsp90 inh	-3	2	-3	0	-2	4
Abs 340nm	1	1	1	1.1	1.1	1.1
Cdc25B block	-2	-3	-2	2	-2	-17
Autofluor 339	1.1	1.1	1.1	1.1	1.2	1.1
HER2 expr 66K	105	94	90	73	92	144

# Printed as active in Autofluor 339, of those listed so far:
no. | structure | ROCK2 blocker | JNK3 blocker | MKP-1 inh | PKA kinase inh | Abs 340nm | Cdc25B block | Autofluor 339 | HER2 expr 66K
2 | COc1ccc2nc(-c3ccccc3)[nH]c2c1 | -21 | -2 | -4 | -8 | 1.1 | 1 | 2.3* | 86
12 | Cc1ccccc1CS(=O)(=O)CCC(=O)N1CCN(c2ccc(N3CCOCC3)nn2)CC1 | . | . | 20 | -1 | 0.98 | -7 | 3.4* | 86
26 | CC(C)CCn1c(N)c(S(=O)(=O)c2cccs2)c2nc3ccccc3nc21 | 5 | 6 | 15 | 10 | 1 | -3 | 3* | 16
33 | Cc1ccc(S(=O)(=O)c2c(N)n(CC3CCOC3)c3nc4ccccc4nc23)cc1 (stereo not drawn) | 4 | 9 | 13 | 2 | 1.1 | 20 | 2.1* | 68

# The main list resumes with the two entries that preceded the break.
41: CC(=O)c1cccc(NC(=O)N[C@@H](CC(C)C)C(=O)O)c1
42: CCN1CCN(/C=N/c2nc(C)cs2)CC1
43: O=C(COC(=O)C1c2ccccc2Oc2ccccc21)Nc1ccc2c(c1)OCO2
44: c1ccc(OCCCn2nnc(-c3ccncc3)n2)cc1
45: CC1(C)CC(=O)C2=C(C1)OC(N)=C(C#N)C2c1ccccc1 (stereo not drawn)
46: N#Cc1nc(-c2cccs2)oc1NCCCN1CCOCC1
47: CCOC(=O)c1c(C)nc(-c2ccccc2)nc1NC(=O)CC
48: COc1ccc(-c2cc3nc4c(c(=O)n3[nH]2)CCC4)cc1

assay / compound	41	42	43	44	45	46	47	48
ROCK2 blocker	4	4	4	2	-1	7	-7	6
JNK3 blocker	-1	3	-3	1	-4	3	-2	5
MKP-1 inh	-15	-9	21	-1	13	-3	-4	-2
PKA kinase inh	8	3	3	2	-3	11	2	10
Hsp90 inh	-2	4	5	-1	0	-4	2	-7
Abs 340nm	1.1	1.1	1	0.99	1	1.1	1.1	1
Cdc25B block	-2	-17	-3	1	5	10	-4	-4
Autofluor 339	1.2	1.1	1.1	1	1.1	2.3*	1.1	2.1*
HER2 expr 66K	92	144	103	95	122	89	143	113

49: Cc1cc(NC(=O)COC(=O)c2n[nH]c3ccccc23)no1
50: COc1ccc(N(CC(=O)NCc2ccccc2)S(=O)(=O)c2c(C)noc2C)cc1
51: CCc1cc2c(=O)c(-c3ccon3)c(N)oc2cc1OC
52: Cn1c(CSc2ncn[nH]2)nc2ccccc21

assay / compound	49	50	51	52
ROCK2 blocker	3	5	-2	-8
JNK3 blocker	23*	-3	-3	5
MKP-1 inh	34	5	0	-17
PKA kinase inh	10	11	-4	6
Hsp90 inh	-4	-4	-8	-3
Abs 340nm	1	0.98	0.99	1
Cdc25B block	-3	-4	-1	-7
Autofluor 339	0.7	1.1	1	1.1
HER2 expr 66K	97	74	49	139

# The list is partial; the hit share may differ from the screen's.
